HEK293 viab: reduces viability of HEK-293 SNCA reporter cells | HEK-293-SNCA-luc viability, GF-AFC fluorescence, 24 h | Potency, µM (titrated, usually from 57.1 µM), for inactives: top-dose activity change, negative = cytotoxicity, most hits filed as cytotoxic | 150,000 compounds, 0.12% hits;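 further: potency means the concentration at half of the fitted maximal effect; 0% = DMSO-treated cells and -100% = medium-only wells without cells; nearly all actives have a fitted effect of over 30% in size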
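Cytotoxicity counterscreen: after 24 h compound treatment of genome-edited SNCA-luciferase HEK-293 cells, live-cell protease substrate GF-AFC read by fluorescence after 30 min; activity scaled between DMSO (0%) and medium-only (-100%), curves Hill-fitted.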
FLuc inh: blocks purified firefly luciferase enzyme activity. P08659. 76,000 compounds, 2.5% hits. Potency, µM (doses to about 115 µM), for inactives: at the highest dose activity change, negative = inhibition, most hits filed as inhibitors. AID 1347043. purified P. pyralis luciferase, luminescence, biochemical; further: potency means the concentration at half of the fitted maximal effect; nearly all actives have a fitted effect of over 65% in size
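Cell-free enzyme assay, 10nM P. pyralis luciferase, luciferin and ATP each at 10uM. Inhibition profiled over a 6-point titration, read as luminescence.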
IP6K1 inhibitor: IP6K1 kinase inhibition; IP6K1 kinase, ADP-Glo luminescence, 2 h; stronger effect = lower value; activity change, % (series mostly up to about 58 µM); 140,000 compounds, 0.81% hits; AID 1645851; in the data active means activity change below about -25%
Target sequence (Q92551 whole entry, looked up): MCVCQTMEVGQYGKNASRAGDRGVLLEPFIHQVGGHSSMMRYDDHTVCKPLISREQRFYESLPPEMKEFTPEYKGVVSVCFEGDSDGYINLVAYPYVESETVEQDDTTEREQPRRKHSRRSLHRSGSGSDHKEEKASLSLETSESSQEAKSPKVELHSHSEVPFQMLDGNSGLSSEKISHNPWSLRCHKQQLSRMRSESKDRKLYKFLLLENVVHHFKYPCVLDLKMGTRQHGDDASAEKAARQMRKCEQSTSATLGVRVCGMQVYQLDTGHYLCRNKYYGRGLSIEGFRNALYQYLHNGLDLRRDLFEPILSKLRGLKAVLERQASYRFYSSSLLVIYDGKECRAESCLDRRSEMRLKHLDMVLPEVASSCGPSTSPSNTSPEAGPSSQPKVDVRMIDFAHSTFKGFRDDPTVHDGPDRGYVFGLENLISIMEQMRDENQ
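ADP-Glo luminescence measures ADP made by human IP6K1 during a 2 h RT reaction with ATP/IP6 (mix at 1.3 mM/130 uM); top library doses 57.5 and 19.1 uM final.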
SNCA expr inh: inhibitors of alpha-synuclein (SNCA) gene expression. HEK-293 SNCA-luciferase knock-in, luminescence, 24 h. Potency, µM (series often up to 57.2 µM), for inactives: top-dose activity change, negative = inhibition, usual class: inhibitors. 140,000 compounds, 0.17% hits. AID 1671194;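 further: potency means the concentration at half of the fitted maximal effect; plate controls were DMSO cells for no effect and cell-free wells for full effect; nearly all actives have a fitted effect of over 45% in size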
NIH3T3 tox: NIH 3T3 cell cytotoxicity; Potency, µM (highest dose often 96.7 µM), for the others: at the highest dose activity change, negative = cytotoxicity, actives largely listed as inhibitors; NIH 3T3 viability, CellTiter-Glo ATP luminescence, 48-72 h; 94,000 compounds, 4.3% hits; further: potency means the concentration at half of the fitted maximal effect; nearly all actives have a fitted effect of over 55% in size
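Viability of NIH 3T3 cells after 48 or 72 hr compound treatment at 37 °C was assessed by CellTiter-Glo, with luminescence imaged following a 10 min room-temperature step.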
GPT2 inhibitor: inhibitors of human GPT2 alanine aminotransferase. Q8TD30. Recombinant GPT2, coupled pyruvate oxidase/HRP Amplex Red fluorescence. Potency, µM (series often up to 57.7 µM), without a hit: top-dose activity change, negative = inhibition, actives largely listed as inhibitors. 100,000 compounds, 0.25% hits; further: potency means the concentration at half of the fitted maximal effect; nearly all actives have a fitted effect of over 60% in size; many of its hits are not listed in these tables
Target sequence (Q8TD30 whole entry, looked up): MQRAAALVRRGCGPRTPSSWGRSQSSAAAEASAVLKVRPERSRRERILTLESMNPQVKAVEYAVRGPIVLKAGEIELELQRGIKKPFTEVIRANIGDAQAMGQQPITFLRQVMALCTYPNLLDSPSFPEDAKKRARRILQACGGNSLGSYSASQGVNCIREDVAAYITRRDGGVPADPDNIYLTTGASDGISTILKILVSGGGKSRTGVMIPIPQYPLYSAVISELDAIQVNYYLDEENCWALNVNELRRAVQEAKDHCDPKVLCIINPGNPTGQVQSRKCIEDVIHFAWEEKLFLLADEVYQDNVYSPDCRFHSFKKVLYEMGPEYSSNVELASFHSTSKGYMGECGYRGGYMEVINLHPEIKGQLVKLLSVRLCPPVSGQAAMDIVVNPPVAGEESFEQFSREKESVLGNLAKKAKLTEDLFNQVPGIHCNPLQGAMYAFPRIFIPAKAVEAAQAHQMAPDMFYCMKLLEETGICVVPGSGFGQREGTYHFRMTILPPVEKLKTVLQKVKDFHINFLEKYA
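Fluorescence read-out: pyruvate from GPT2 turnover coupled to pyruvate oxidase, HRP and Amplex Red (0.2mM ThPP, 0.2U/mL PO and HRP, 50uM Amplex final). Substrates 250uM a-KG, 2mM L-alanine; enzyme 10ng/uL; 30 min RT.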
HEK cytotox: HEK 293 cell cytotoxicity. Potency, µM (series often up to 115 µM), inactives show at the top dose activity change, negative = cytotoxicity, actives largely listed as inhibitors. HEK 293 viability, ATP luminescence (CellTiter-Glo), 48-72 h. AID 1345083. 94,000 compounds, 6.6% hits; further: potency means the concentration at half of the fitted maximal effect; nearly all actives have a fitted effect of over 60% in size
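Luminescence from cellular ATP, measured with CellTiter-Glo, indicates HEK 293 viability. Cells plated at 250 cells/well are treated with compound for 48 or 72 hr at 37 degree Celsius before reagent addition.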
The depositor's hits bear a star; i = inactive; ? = inconclusive; . = no result given; & = joins results of further samples; ! = not active in a repeat; [ ] = remark or other dose. Unless noted, the call rests on the fitted dose curve; in most records, active means well fitted curve in the direction sought with a large enough effect; inconclusive means small, poorly fitted or top-dose-only effect, or another doubt; inactive means no such curve, though single readings can be large; an effect the other way counts as inactive or inconclusive. Unless noted, on the % scale 0 is the no-effect control and ±100 the full control effect. An excerpt (hit frequency here may not be typical).

SMILES	HEK293 viab	FLuc inh	IP6K1 inhibitor	SNCA expr inh	NIH3T3 tox	GPT2 inhibitor	HEK cytotox
O=C(CC[C@@H]1CNC(=O)[C@@H]2C[C@H](NCc3ccc(CO)o3)CN12)NCc1ccc(F)cc1	-0.5%	10.2%	-8.8	?	i	i	i
Cc1ccc(CNC(=O)c2cc(-c3ccc(C)cc3)nc3n[nH]c(-c4cccc([N+](=O)[O-])c4)c23)cc1	2.6%	.	3.1	?	.	.	.
Cc1c(C(=O)N2CCC(C(=O)Nc3ccc(F)c(Cl)c3)CC2)sc2nc[nH]c(=O)c12	?	.	33.6	11.4%	.	.	.
Fc1ccc(Nc2nc3ccccc3c3nncn23)c(Cl)c1	-7.8%	.	12.7	2.1%	.	.	.
C[C@]12CCC(=O)C=C1CCC[C@@H]2OC(=O)c1ccccc1	.	.	3.5	.	?	.	?
CC(C)OC(=O)c1c(NC(=O)c2cc3nc(-c4ccccc4)cc(C(F)(F)F)n3n2)sc2c1CCCC2	?	.	-9.7	6.7%	.	.	.
COCc1nncn1C1CCN(S(=O)(=O)c2cccc(OC)c2)CC1	10.5%	-10.4%	-5.9	-5.5%	-23.8%	-3.0%	-19.2%
COc1ccc(CNC(=O)CC[C@H]2CNC(=O)[C@@H]3[C@@H](CCN3CC(C)(C)C)N2C)cc1	4.0%[87.6 µM]	-3.5%[172 µM]	-9.9	-5.1%[87.6 µM]	i	-17.8%[88.5 µM]	-3.7%[172 µM]
O=C(Nc1ccc(N2CCC(c3ccccc3)C2)c(C(=O)O)c1)c1ccc(Cl)cc1 (stereo not drawn)	7.2%	.	10.3	18.2%	.	.	.
CCCNC(=O)N[C@@H]1CCC[C@@H](C(=O)NCc2ccc(OC)cc2)CC(=O)N(C)C1	-0.9%[87.6 µM]	3.5%[172 µM]	-2.5	-16.9%[87.6 µM]	-5.9%[174 µM]	i	i
CCCCNC(=O)c1ccc2c(c1)N(S(=O)(=O)c1ccccc1F)CC2	6.6%	0.8%	-5.6	0.6%	?	i	?
COc1ccc(N2C(=O)CS(=O)(=O)C23C(=O)N(Cc2ccc(C)cc2)c2ccccc23)cc1Cl (stereo not drawn)	11.2%	.	5.6	-2.4%	.	.	.
Cc1nc2ccc(-c3nc(C4CCOC4)no3)cc2s1 (stereo not drawn)	-3.5%	2µM*	23.3	-36.7%	?	?	?
COc1ccccc1NC(=O)N1CCN(c2nnc(C)c3c(C)n(-c4ccccc4)nc23)CC1	-2.7%	.	17.5	20.0%	.	.	.
COCCNC(=O)N1CCc2c(sc3ncnc(N(C)C)c23)C1	-14.1%	-10.0%	4.8	6.4%	-29.1%	-4.2%	0.6%
CC(C)(C)c1ccc(-c2cc(C[C@H]3CNCC[C@H]3CC(=O)N3CCN(Cc4ccccc4)CC3)no2)cc1	?	-6.7%	16.7	?	?	-10.5%	?
O=C(c1cccc(O)c1)N1CCCC(CCc2cccc(C(F)(F)F)c2)C1 (stereo not drawn)	-12.7%	3.3%	-5.0	7.7%	?	i	39.8µM*
O=C(Nc1ccc(Cl)cc1Cl)c1cc(S(=O)(=O)N2CCCCCC2)ccc1F	6.3%	.	14.6	1.1%	.	.	.
CN(C)c1ccc(-c2nnc3n(Cc4ccccc4)c(=O)c4ccccc4n23)cc1	-9.8%	.	11.3	2.9%	.	.	.
Cc1cc(C(F)(F)F)nn1CC(=O)N1CCCC(CO)CCNC(=O)CC1 (stereo not drawn)	-2.8%	-2.9%	-2.6	45.3%[activator]	-6.2%	i	1.2%
CC(=O)Nc1cccc(-c2cn(C)c(=O)n3cc(COc4ccccc4)nc23)c1	9.1%[87.6 µM]	2.9%[172 µM]	0.9	-3.0%[87.6 µM]	?	-0.2%[88.5 µM]	?
CC1(c2noc(-c3cccnc3)n2)CCN(C(=O)CCC(=O)n2ncc3c(Cl)cccc32)CC1	0.4%	6.3%	9.4	-12.3%	-5.2%	i	16.9%
COC(=O)COCC(=O)N1Cc2[nH]cnc2C[C@H]1c1nc(-c2ccc(F)c(Cl)c2)no1	1.6%	-7.0%	-1.7	6.2%	-22.7%	2.4%	-18.5%
COc1ccc(CCNC(=O)c2ccc(Cn3c(=O)[nH]c4cc(OC)c(OC)cc4c3=O)cc2)cc1OC	4.0%	.	-9.4	30.7%[activator]	.	.	.
O=C(NCc1cccs1)c1ccc(CSc2nc3cccnc3n2Cc2ccccc2)cc1	?	.	-4.7	-22.2%	.	.	.
O=C(c1ccccc1)N1CCC2(C1)C(=O)N(CCc1ccccc1)c1ccccc12 (stereo not drawn)	-8.6%&-22.9%	2.3%&3.7%	1.1&8.8	?	?	i	35.5µM*!
C#CCOc1ccc(C(=O)N[C@@H]2CN(Cc3ccc(CO)o3)CCC[C@H]2O)cc1	-1.5%[87.6 µM]	-14.9%[172 µM]	1.0	-5.8%[87.6 µM]	-17.7%[174 µM]	4.0%[88.5 µM]	-24.3%[172 µM]
COc1ccc(NC(=O)Cn2nc3c(cc2=O)CCCCC3)cc1Cl	-9.7%	0.4%	3.8	0.0%	-15.6%	i	?
COc1ccc(NC(=O)N2Cc3[nH]cnc3C[C@H]2c2nc(-c3ccc(C)cc3)no2)cc1	?	63.1µM*	15.6	?	?	-5.0%[88.5 µM]	?
Cc1c(NC(=O)c2ccc(Br)o2)cccc1-c1nc2ccccc2o1	0.2%	.	-3.9	-10.2%	.	.	.
CCCCN1C(=O)C(CC(=O)NC(C)(C)CC)Sc2ncccc21 (stereo not drawn)	-2.4%	-1.8%	-1.2	-4.5%	-13.6%	1.8%	?
Cc1c(Cl)cccc1NC(=O)c1oc2ccc(S(=O)(=O)N3CCC4(CC3)OCCO4)cc2c1C	-14.2%	.	-0.9	-3.2%	.	.	.
Cc1ccccc1C(=O)N1CCC(N2C(=O)c3c(c(C)nn3-c3ccccc3)C2C(C)C)CC1 (stereo not drawn)	.	.	11.0	.	?	.	39.8µM*
CNC(=O)N1CC(c2noc(C3CCCN3C(=O)NCCc3ccccc3)n2)C1 (stereo not drawn)	3.6%[12.5 µM]	3.9%	28.4	2.0%	-5.5%	i	-15.4%
CCn1ccnc1CN(C)c1nccc(-c2ccc(C)nc2C)n1	-4.5%	5.4%	-9.8	4.3%	-26.2%	i	?
Fc1ccc(OCCc2noc(C3CCCNC3)n2)cc1 (stereo not drawn)	-3.3%	-17.3%	-12.3	41.7%[activator]	-8.2%	3.2%	-19.2%
O=C(NC1CCc2nnc(C3CC3)n2CC1)C1(c2ccccc2)CC1 (stereo not drawn)	?	-11.6%	-7.1	4.3%	-17.0%	i	-20.0%
CNC(=O)c1cc[nH]c1C1CCCN(Cc2ccc3c(c2)CCO3)C1 (stereo not drawn)	-5.3%[12.5 µM]	4.2%	33.3	3.9%	-14.8%	?	-14.1%
CCOc1cc(C2CC(=O)Nc3nc(SCc4ccccc4)[nH]c(=O)c32)ccc1O (stereo not drawn)	-12.1%	.	2.2	?	.	.	.
COc1cncc([C@@H](NS(=O)(=O)c2cnn(C)c2)C2CC(O)C2)c1 (stereo partly drawn)	2.6%	0.0%	0.3	-0.6%	-1.6%	4.5%	-1.0%
Cc1ncc2n1C(=O)N(C1CCN(C(=O)c3ccccc3)CC1)C2	6.2%[87.6 µM]	5.5%[172 µM]	23.8	2.3%[87.6 µM]	-27.7%[138 µM]	1.5%[88.5 µM]	?
CN(Cc1nccs1)Cc1cccn1C	-0.7%[87.6 µM]	8.6%[230 µM]	-0.3	3.4%[87.6 µM]	-12.5%[174 µM]	i	?
CCOc1cc(CNC(=O)Cn2c(=O)c3cccn3c3ccc(F)cc32)cc(OCC)c1OCC	?	.	-6.1	-5.6%	.	.	.
COC(=O)C(Cc1c[nH]c2ccccc12)NC(=O)COc1ccc(Cl)cc1Cl (stereo not drawn)	0.4%	.	29.8	23.3%	.	.	.
CCSc1nc(-c2ccccc2F)nc2c1Cc1c(CO)cnc(C)c1O2	-1.1%	.	-3.8	9.5%	.	.	.
C[C@@]1(C2CCCC2)Cc2cc(OCC(=O)O)c(Cl)c(Cl)c2C1=O	-4.7%	.	.	-19.3%	.	i	.
Cc1ccc(N(CC(=O)N2CCN(c3cccc(C)c3C)CC2)S(=O)(=O)c2c(C)nn(C)c2C)cc1	2.7%	.	-11.6	?	.	.	.
CCCNC(=O)C1C(c2cccc(NC(=O)c3ccc(C)cc3)c2)OC(=O)N1Cc1ccc(C)cc1 (stereo not drawn)	-8.8%	8.91µM*	-10.4	132.2%[activator]	?	-1.6%	?
COc1cc(NC(=O)N2CCc3c(sc4c3CCCC4)C2c2ccccc2)cc(OC)c1OC (stereo not drawn)	-11.3%	.	14.6	-11.3%	.	.	.
Cc1ccsc1C(=O)N1CCCC(Cc2nc(C3CCOCC3)no2)C1 (stereo not drawn)	1.5%	2.3%	12.7	-7.8%	?	i	-23.5%
CNC(=O)C1CCCN(Cc2cccc(-c3ccccc3OC)c2)C1 (stereo not drawn)	3.3%	.	-10.9	34.2%[activator]	-25.2%	1.3%	?
CC1(CCCCN2CCOCC2)COc2ccc(C(=O)NCc3ccccc3)cc2N1 (stereo not drawn)	9.9%[87.6 µM]	-5.5%[172 µM]	-2.0	-12.4%[87.6 µM]	-21.7%[138 µM]	-21.7%[88.5 µM]	?
COc1ccc(S(N)(=O)=O)cc1C(=O)N1CCC2(CN(C)C(=O)O2)C1 (stereo not drawn)	14.4%	4.5%	7.2	6.3%	-4.5%	2.8%	0.0%
Cc1ccc(CNC(=O)c2ccc(-c3nc(CS(=O)(=O)c4ccc(C)cc4)c(C)o3)cc2)cc1	1.2%	.	-15.7	48.9%[activator]	.	.	.
O=C([C@H]1C[C@H](Oc2cccnc2)CN1C(=O)c1ccc2ccccc2n1)N1CCOCC1	?	-5.0%	14.3	-0.2%	2.1%	i	-2.7%

Among those listed so far, these contain an aryl thioether with sulfur outside any ring:
SMILES	HEK293 viab	FLuc inh	IP6K1 inhibitor	SNCA expr inh	NIH3T3 tox	GPT2 inhibitor	HEK cytotox
O=C(NCc1cccs1)c1ccc(CSc2nc3cccnc3n2Cc2ccccc2)cc1	?	.	-4.7	-22.2%	.	.	.
CCOc1cc(C2CC(=O)Nc3nc(SCc4ccccc4)[nH]c(=O)c32)ccc1O (stereo not drawn)	-12.1%	.	2.2	?	.	.	.
CCSc1nc(-c2ccccc2F)nc2c1Cc1c(CO)cnc(C)c1O2	-1.1%	.	-3.8	9.5%	.	.	.

Source: PubChem BioAssay
